Screening data from PubChem.
OX1R antag-1 = OX1R (HCRTR1) antagonists, primary screen, fluorescence, CHO/OX1R cells, Fluo-8 calcium, orexin A. Orexin/Hypocretin receptor type 1 (Homo sapiens), O43613. Fluo-8 calcium fluorescence. inhibition, % at 5 µM. 0.43% of 330,000 active. AID 434989, 2010;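 active = inhibition above its plate's threshold, mean inhibition of all tested compounds on the plate plus 3 SD, cut at about 37% in these data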;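 also: 0% = orexin A challenge wells and 100% = SB-334867-A antagonist wells; not every result past the cut was called active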
Target sequence (O43613 whole entry, looked up): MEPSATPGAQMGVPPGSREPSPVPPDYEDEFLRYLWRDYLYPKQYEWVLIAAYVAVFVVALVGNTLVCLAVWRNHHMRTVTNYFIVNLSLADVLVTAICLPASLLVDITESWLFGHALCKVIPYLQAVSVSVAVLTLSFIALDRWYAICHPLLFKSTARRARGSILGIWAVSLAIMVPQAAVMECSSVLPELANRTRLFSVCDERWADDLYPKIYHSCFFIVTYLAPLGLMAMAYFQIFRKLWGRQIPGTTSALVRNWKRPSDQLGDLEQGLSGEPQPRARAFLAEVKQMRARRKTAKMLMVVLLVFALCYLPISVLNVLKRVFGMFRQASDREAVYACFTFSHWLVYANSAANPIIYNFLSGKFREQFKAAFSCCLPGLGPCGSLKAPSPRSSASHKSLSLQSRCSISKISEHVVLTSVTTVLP
OX1R antag-2 = antagonists of human orexin 1 receptor (OX1R) | Orexin/Hypocretin receptor type 1 (Homo sapiens), O43613 | OX1R-expressing cells, FRET antagonist read-out | inhibition, % at 6.6 µM | 1.8% of 330,000 active | AID 485270, 2010; in the data active = inhibition mostly above about 38%, no sharp cut-off; inactive = mostly below about 40%;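 also: 0% = agonist challenge alone and 100% = reference antagonist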
The depositor's hits bear a star.

Sample of the layout, 3 compounds:
SMILES	OX1R antag-1	OX1R antag-2
COc1ccc(CNc2nc3ccccc3n2C(C)C)c(O)c1	-15	14
O=C(Nc1ccccc1C(F)(F)F)c1ncn[nH]1	-8	6
O=C(CSc1nccn(-c2ccc(Br)cc2)c1=O)NC1CCCC1	-5	40

All compounds of this part (from the top)
SMILES	OX1R antag-1	OX1R antag-2
COc1ccc(CNc2nc3ccccc3n2C(C)C)c(O)c1	-15	14
O=C(Nc1ccccc1C(F)(F)F)c1ncn[nH]1	-8	6
O=C(CSc1nccn(-c2ccc(Br)cc2)c1=O)NC1CCCC1	-5	40
O=C(NCCc1ccccc1)C1CC(=O)N(C2CCCCC2)C1 (stereo unspecified)	-7	19
COc1cc(/C(C)=N/NC(=O)CN2CCN(S(=O)(=O)c3ccc(C)cc3)CC2)ccc1O	-26	2
C#CCn1c(=NC(=O)c2cccs2)sc2cccc(OC)c21	-41	66*
CN(C)C1N(C(=O)c2ccccc2)N=C2c3ccccc3S(=O)(=O)N21 (stereo unspecified)	-9	27
COc1ccccc1-c1cc(C(F)(F)F)nc(S(=O)(=O)CCCC(=O)O)n1	-3	8
CC(=O)c1cccc(CN2CCCC(CCC(=O)NCc3ccccc3F)C2)c1 (stereo unspecified)	-39	4
COC(=O)C1=CN(Cc2ccccc2)C=C(C(=O)OC)C1c1ccc(OC)c(OC)c1	-18	6

Ordered by the number under OX1R antag-1 (smallest number first): some entries from above
SMILES	OX1R antag-1	OX1R antag-2
CC(=O)c1cccc(CN2CCCC(CCC(=O)NCc3ccccc3F)C2)c1 (stereo unspecified)	-39	4
CN(C)C1N(C(=O)c2ccccc2)N=C2c3ccccc3S(=O)(=O)N21 (stereo unspecified)	-9	27
O=C(Nc1ccccc1C(F)(F)F)c1ncn[nH]1	-8	6
O=C(NCCc1ccccc1)C1CC(=O)N(C2CCCCC2)C1 (stereo unspecified)	-7	19
O=C(CSc1nccn(-c2ccc(Br)cc2)c1=O)NC1CCCC1	-5	40

Going on with the list:
SMILES	OX1R antag-1	OX1R antag-2
OCCn1nc2c3ccccc3nc-2n(-c2ccccc2)c1=S	-14	17
COc1ccc(-c2noc(C(C)n3nc(C)c([N+](=O)[O-])c3C)n2)cc1OC (stereo unspecified)	-30	8
CC(=O)c1cn(CC(=O)Nc2ccc(C)cc2C)c2ccccc12	16	40
CC(C(=O)Oc1ccc2c(c1)OCO2)N1C(=O)c2ccccc2C1=O (stereo unspecified)	-24	14
S=c1[nH]nc(CNc2ccc(Cl)cc2)n1Cc1ccccc1	-16	25
COc1ccccc1OCCC(=O)OCC(=O)NCc1ccc(F)cc1	-18	1
O=C(OCC(=O)N1c2ccccc2Sc2ccccc21)c1cccnc1	-39	21
CC1CCCC(NC(=O)c2ccc3c(c2)NC(=O)CS3)C1C (stereo unspecified)	-6	4
Cc1ccc(N2C(=O)C(Cl)=C(N3CCOCC3)C2=O)cc1Cl	3	20
O=C(CSc1nc(C2CC2)n(-c2ccccc2)n1)NCc1ccco1	-9	6
CCCCN(C)CCn1c(=S)[nH]c2ccc(N3CCOCC3)cc2c1=O	-15	29
COC(=O)c1ccccc1NC(=O)CN1C(=O)CSC1=O	-17	35
CCOC(=O)C(=CNNc1cccc(Cl)c1)C(=O)OCC	-14	6
CCOC(=O)CN(C(=O)COc1nc(-c2ccccc2)cc(C)c1C#N)c1ccccc1C	-17	11
Cc1csc(NC(=O)Cc2ccccc2Cl)n1	-18	22
CCC/C(=C1/c2ccccc2C(=O)N1c1ccccc1)c1ccc2c(c1)OCCO2	6	15
CCOc1ccccc1NC(=O)CN(C)S(=O)(=O)c1cccc2nsnc12	-16	29
COCCN(C(=O)CSc1nncn1-c1ccccc1)c1c(N)n(Cc2ccccc2)c(=O)[nH]c1=O	-4	8
COc1ccc(Cn2nnnc2C(CC(C)C)N2CCN(c3ccccc3)CC2)cc1 (stereo unspecified)	-29	-1
Cc1cc(NC(=O)CCC2CCCC2)no1	-16	10
C=CCn1c(SCC(=O)Nc2c(C)n(C)n(-c3ccccc3)c2=O)nc2scc(-c3ccccc3)c2c1=O	-50	3
CC(C)(C)Cc1nnc(NC(=O)CCc2ccccc2)s1	-26	22
O=c1c2oc3ccccc3c2ncn1Cc1ccc(Cl)cc1	-20	18
CC(C)Oc1ccc(N2C(=O)c3ccccc3C2=O)cc1	-29	58
COc1ccc(CNC(=O)N2CCc3ccccc3C2)cc1	-18	30
CCOC(=O)C(NC(C)=O)C(O)c1ccc([N+](=O)[O-])cc1 (stereo unspecified)	-23	25
Cc1cc(OCC(=O)Nc2ccc(CN3CCOCC3)cc2)c2c(C)c(C)c(=O)oc2c1	-11	-3
Cc1cccc(C)c1-n1nnnc1C(C)(C)N1CCN(N=O)CC1	-13	23
CCCN(CCC)CCCNC(=O)c1ccc2c(Cl)c3c(nc2c1)CCC3	-22	3
CC(NC(=O)/C(=C\c1ccco1)NC(=O)c1ccco1)C(=O)O (stereo unspecified)	-6	8

The list goes on; the last 2 above are carried over.
SMILES	OX1R antag-1	OX1R antag-2
CCCN(CCC)CCCNC(=O)c1ccc2c(Cl)c3c(nc2c1)CCC3	-22	3
CC(NC(=O)/C(=C\c1ccco1)NC(=O)c1ccco1)C(=O)O (stereo unspecified)	-6	8
CCOc1ccc(NC(=O)CSc2nc3ccccc3c(=O)n2CCNC(C)=O)cc1	-2	12
Cc1cc(Cl)ccc1OCC(=O)N[C@@H](Cc1ccccc1)c1nc2ccccc2[nH]1	-14	15
COC(=O)C1=C(N)Oc2cc(C)n(CCc3ccccc3)c(=O)c2C1c1cccnc1 (stereo unspecified)	-26	28
O=C(CN1CCN(c2ccc(F)cc2)CC1)Nc1cc(C(F)(F)F)ccc1Cl	2	-1
Cc1ccccc1N(C(=O)CCCC(=O)Nc1ccccn1)C(C(=O)NC1CCCC1)c1ccc(O)cc1 (stereo unspecified)	-23	13
COc1ccc(S(=O)(=O)N(C)C[C@H]2Oc3c(NC(=O)Nc4c(C)noc4C)cccc3C(=O)N([C@H](C)CO)C[C@@H]2C)cc1	-25	7
Cc1ccc(Cn2ccc(NC(=O)C3C4CCC(C4)C3C(=O)O)n2)cc1 (stereo unspecified)	-38	3
Cc1cccc(OCC(O)CN2CCN(S(=O)(=O)c3ccc(C)cc3C)CC2)c1 (stereo unspecified)	-13	9
COc1ccc(CN2CCN(S(=O)(=O)c3ccc(NC(C)=O)cc3)CC2)cc1	-10	29
CN(C(=O)COn1nnc2ccc(S(=O)(=O)N3CCOCC3)cc21)c1ccccc1	-29	9
C/C(=N\Nc1ccc([N+](=O)[O-])cc1)c1ccco1	-19	33
CCCOC(c1ccccc1)(c1ccc(C(F)(F)F)cc1)C(Oc1nc(C)cc(C)n1)C(=O)O (stereo unspecified)	-5	10
CN(C(=O)COC(=O)c1ccc([N+](=O)[O-])cc1)c1ccccc1	-25	26
COc1ccc(CC(=O)NCCS(=O)(=O)N2CCN(c3ccccc3)CC2)cc1OC	-25	22
C/C(=N\Nc1ccc(Cl)c(Cl)c1)c1ccc(-n2ccnc2)cc1	-20	4
CCOC(=O)N1CCN(c2c(N3CCOCC3)c(=O)c2=O)CC1	-4	12
O=C(Nc1c2c(nn1-c1ccccc1)CS(=O)C2)c1ccc(Br)o1 (stereo unspecified)	-6	19
CCC(C)[C@H]1CNCCN1CCCc1cc(OC)c(OC)c(OC)c1 (stereo partly specified)	-12	8
O=C(O)c1sccc1OCc1ccccc1	1	13
OCCCc1nc2n(n1)C(c1ccccc1)C=C(c1ccccc1)N2 (stereo unspecified)	-4	10
Cc1ccc(C(=O)OCC(=O)N2CCC(C)CC2)cc1S(=O)(=O)N1CCCCC1	-29	34
CN(Cc1nccn1C)C(=O)CC1C(=O)NCCN1Cc1ccccc1C(F)(F)F (stereo unspecified)	-6	21
CCN(C(=O)CSc1cccc[n+]1[O-])C1CCCCC1	-22	4
O=C(Nc1nc2ccccc2s1)C1CCCO1 (stereo unspecified)	-5	13
CC(=O)Nc1ccc(C2=NNC(=Nc3cccc(S(=O)(=O)N(C)C)c3)SC2)cc1	34*	14
O=C(NCc1cccnc1)C(=O)NCC(c1ccco1)N1CCN(c2ccccc2)CC1 (stereo unspecified)	-2	10
CN(C)c1cccc(C(=O)N2CCC(n3nccc3NC(=O)C3CCOC3)CC2)c1 (stereo unspecified)	-15	8
Cc1nn(C(C)C(=O)N2CCCC2)c(=O)c2nn(-c3ccccc3)c(C)c12 (stereo unspecified)	-11	12
CCn1c(=NC(=O)c2ccc(S(=O)(=O)N3CCOCC3)cc2)sc2cccc(OC)c21	-6	11
CCOc1ccc(C(=O)C(C)OC(=O)Cn2[nH]c(=O)c3ccccc3c2=O)cc1 (stereo unspecified)	-25	13
O=C(O)CC(c1cccc(C(F)(F)F)c1)N1CCS(=O)(=O)CC1 (stereo unspecified)	-10	4
COc1ccc(-n2nc(C(=O)NCC(=O)NCc3ccco3)c3ccccc3c2=O)cc1Cl	-18	17
O=C(NC1CCSC1=O)C1CC(=O)N(c2ccc(F)cc2)C1 (stereo unspecified)	-12	22
COC(=O)CCCC1=CC2=CC(=O)C(C)(OC(=O)c3cccs3)C(=O)C2=CN1c1cccc(C#N)c1 (stereo unspecified)	-9	22
O=C(Nc1nccs1)c1ccc(S(=O)(=O)NCC2CCCCC2)cc1	-11	13
COc1ccccc1NC(=O)Cn1c(CCC(=O)O)ccc1-c1ccc(C)cc1	-40	17
CC1CCCN(CCCNC(=O)c2cn(C)c3ccc(S(=O)(=O)N(C)C4CCCCC4)cc3c2=O)C1 (stereo unspecified)	-18	10
O=C(Cn1cncn1)c1ccc(Cl)cc1	-12	0
O=S(=O)(c1ccc(F)cc1)N1CCCC(CO)C1 (stereo unspecified)	-10	17
C=C(C)C(=O)Nc1cccc(C2=NOC3(C2)C[C@@H](C(N)=O)N(C(=O)C(=C)C)C3)c1 (stereo partly specified)	-8	30
CCN(CC)C(=O)Sc1cccc2cccnc12	-13	7
COc1ccccc1NC(=O)c1cc(N)cc(C(=O)Nc2ccccc2OC)c1	-7	19
CCOc1ccc(Cl)cc1CNc1nnnn1CC	-6	1
CC1=C(C(=O)OCCCBr)C(c2ccc3c(c2)OCO3)NC(=O)N1 (stereo unspecified)	8	15
COc1cc2c(cc1OC)CN(Cc1ccc(C)cc1)CC2	-18	6
CCOC(=O)c1ccc(NC(=O)C(CC)CC)cc1	-26	20
CCOc1ccc(Br)cc1C1C(C(=O)OC)=C(N)Oc2cc(N(C)C)ccc21 (stereo unspecified)	-26	21
COc1cc(NC(=O)c2cc(C)no2)c(OC)cc1Cl	-27	-3
CCCCOc1ccc(C(=O)N2CC(C)OC(C)C2)cc1 (stereo unspecified)	1	5
COc1cccc(-n2ccn(CC(=O)NCCc3ccccc3)c(=O)c2=O)c1	-3	4

Next structures.
SMILES	OX1R antag-1	OX1R antag-2
O=C(c1ccc(F)cc1)N1CCC2(CC1)NCCc1[nH]cnc12	-11	23
COc1cccc(CNC(=O)c2ccc(NC(=O)C3CCCO3)cc2)c1 (stereo unspecified)	-14	14
CC(C)(C)c1ccc(/C=N/OCC(=O)NCc2ccc(F)cc2)cc1	-9	16
CCOc1ccc(NC(=S)NS(=O)(=O)c2cc(Br)ccc2OCC)cc1	-6	11
COCCn1cc(C(=O)c2ccccc2OCC(=O)Nc2cc(C)on2)cc(C#N)c1=O	-23	26
CCCNC(=O)c1nc(C)n(-c2cc(Cl)ccc2Cl)n1	-9	16
COc1ccccc1/C=N/NC(=S)Nc1cccnc1	-33	10
Cc1cc(C)n(-c2ccc(C(=O)OCC(=O)Nc3ccc(S(N)(=O)=O)cc3)cc2)n1	9	11
COC(=O)c1cn(CCOc2ccc(C)cc2)c2ccccc12	-25	8
Cc1cc(-c2ccc(C)c(S(=O)(=O)NCCCN(Cc3ccccc3)C(C)C)c2)on1	-46	22
CN(C)CCCN1C(=O)c2oc3ccc(F)cc3c(=O)c2C1c1cccnc1 (stereo unspecified)	8	5
Cc1noc(C)c1NC(=O)N(C)C[C@H]1Oc2ccc(NC(=O)Nc3ccc4c(c3)OCO4)cc2C(=O)N([C@H](C)CO)C[C@@H]1C	11	13
O=C(COC(=O)CN1C(=O)c2cccc([N+](=O)[O-])c2C1=O)NC1CCS(=O)(=O)C1 (stereo unspecified)	-6	19
CC(SCc1ccccc1)C(=O)N/N=C/c1cc2c(cc1Br)OCO2 (stereo unspecified)	-28	37
Cc1ccc(-c2noc(COC(=O)c3ccco3)n2)cc1	-7	-5
Cc1cc2c(cc1C)-c1nnc(-c3ccc4ccccc4n3)n1C(C)(C)C2	-11	2
COc1ccccc1OCCNC(=O)c1cc(SC)ccc1Cl	-27	15
O=S(=O)(N/N=C/c1cccc(OC2CSC2)c1)c1ccccc1	-17	-11
Cc1noc(C)c1C(=O)Nc1ccc(F)cc1F	-15	31
C/C(=N\O)C(C)(C)Nc1ccc(Br)cc1	-14	-2

Filtered by structure, the entries above containing a tert-butyl group
SMILES	OX1R antag-1	OX1R antag-2
CC(C)(C)Cc1nnc(NC(=O)CCc2ccccc2)s1	-26	22
CC(C)(C)c1ccc(/C=N/OCC(=O)NCc2ccc(F)cc2)cc1	-9	16

Continued:
SMILES	OX1R antag-1	OX1R antag-2
COc1ccccc1N1CCN(Cc2ccc(C(=O)O)cc2)CC1	-2	5
COc1ccc(CNS(=O)(=O)c2ccc(C3CNC(=O)C3)cc2)cc1 (stereo unspecified)	2	24
CSCCCN1CCCC(CO)(Cc2ccc(F)cc2)C1 (stereo unspecified)	-34	9
N/C(=N\OS(=O)(=O)c1ccc(Cl)cc1)c1cccnc1	2	5
